C-LANA FP – KSHV C-LANA DNA binding inhibition; MBP-C-LANA/FAM-LBS DNA binding, fluorescence polarization; inhibition, % at 9 µM; 340,000 compounds, 0.078% hits; AID 504423;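 active = highest replicate inhibition at or above 60% at 9 µM, even if other replicates fall short; inactive = all replicates below 60% inhibition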;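 note: 0% = neutral control wells and 100% = 4 µM acridine orange control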
NSD2 inh – blocks human histone methyltransferase NSD2; NSD2 peptide methylation, AlphaScreen, 120 min; 310,000 compounds, 0.54% hits; O96028; inhibition, % at 12.5 µM; in the data active = inhibition above about 50%
V-ATPase pH – regulators of yeast V-ATPase proton transport | S. cerevisiae, pHLuorin cytosolic pH fluorescence | 350,000 compounds, 0.37% hits | AID 504577 | response, % at 10 µM; in the data active = response mostly above about 7.3%, no sharp cut-off; inactive = mostly below about 5.4%; note: actives read high; inactives centre near 0; some compounds called inactive have numbers as strong as hits; reference of the scale not given here
Arr AP2 block – inhibitors of human beta-arrestin and AP2 interaction; FITC-arrestin peptide / GST-AP2 beads, flow cytometry; AP2 beta2 appendage carries R879A mutation; inhibition, % at 10 µM; 340,000 compounds, 0.31% hits;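 active = inhibition above a set limit, near 3 SD of compounds lacking own fluorescence, cut at about 54% in these data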;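 note: plate controls were DMSO wells for no effect and 5 µM unlabelled arrestin peptide for full effect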
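System: GST-AP2 R879A glutathione beads. Medium: PBS with 0.05% Tween 20 and 0.1% BSA. Also added: FITC-arrestin peptide, 50 nM. Incubation: 12 min plus 1 h, RT. Measured by: high-throughput flow cytometry of beads, ex 488, em 535 nm. Evaluation: percent drop in bead-associated FITC signal.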
DAGLB inhibitor – diacylglycerol lipase beta (human) inhibition | Q8NCG7 | HEK293T DAGLB membrane lysate, EnzChek fluorogenic substrate | inhibition, % at 5.17 µM | 340,000 compounds, 0.059% hits | AID 504411; in the data active = inhibition above about 34%;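 note: 0% = enzyme with vehicle and 100% = wells lacking enzyme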
Keap1-Nrf2 PPI – Keap1-Nrf2 (human) interaction inhibition. inhibition, % at 9.4 µM. AID 504523. 340,000 compounds, 0.15% hits. Q14145. Keap1 Kelch-Nrf2 peptide fluorescence polarization, 1536-well; in the data active = inhibition above about 12%;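 note: human Keap1 Kelch domain with fluorescein labeled Nrf2 9mer peptide probe; 0% = neutral control wells and 100% = peptide positive control; higher means more block of Keap1 binding to Nrf2 peptide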
Target sequence (Q14145 whole entry, looked up, the tested form may be a part): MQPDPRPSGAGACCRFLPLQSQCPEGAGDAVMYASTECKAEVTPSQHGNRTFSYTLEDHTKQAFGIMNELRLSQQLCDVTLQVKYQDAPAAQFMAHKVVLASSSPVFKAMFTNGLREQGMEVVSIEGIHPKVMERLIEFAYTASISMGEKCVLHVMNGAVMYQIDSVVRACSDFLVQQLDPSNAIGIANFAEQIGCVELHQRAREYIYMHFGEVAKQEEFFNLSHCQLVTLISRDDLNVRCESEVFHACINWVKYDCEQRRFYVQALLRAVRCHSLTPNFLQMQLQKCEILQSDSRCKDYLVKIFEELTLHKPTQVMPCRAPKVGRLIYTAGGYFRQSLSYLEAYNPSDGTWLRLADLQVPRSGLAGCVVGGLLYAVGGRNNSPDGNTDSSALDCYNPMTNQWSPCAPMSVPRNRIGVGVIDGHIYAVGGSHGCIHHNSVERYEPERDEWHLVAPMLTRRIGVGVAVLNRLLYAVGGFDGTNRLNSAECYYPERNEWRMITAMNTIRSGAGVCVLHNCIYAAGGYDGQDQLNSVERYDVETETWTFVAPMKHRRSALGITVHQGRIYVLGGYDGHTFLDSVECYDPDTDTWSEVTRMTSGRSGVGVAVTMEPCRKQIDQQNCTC
Cardiac RTF inh – cardiac RTF calcium desensitization | P19429+P45379 | IANBD-labeled cardiac RTF, Ca2+ fluorescence | inhibition, % at 7.15 µM | 340,000 compounds, 0.12% hits;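 active = inhibition above the mean inhibition of all tested compounds plus 3 SD, cut at about 17% in these data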;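 note: assay run at fixed EC70 calcium of 1.6 mM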
CAL PDZ FP-1 – blocks peptide binding to human CAL PDZ domain. Q9HD26. purified CAL PDZ, TMR-peptide fluorescence polarization, 1 h. inhibition, % at 20 µM. 330,000 compounds, 0.02% hits. AID 504414;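 active = highest replicate inhibition of at least 40%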;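 note: plate controls were DMSO neutral control wells for no effect and unlabeled competitor peptide control wells for full effect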
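System: purified tagged CAL PDZ domain construct (CerCALP). Schedule: 1 h incubation at room temperature before polarization reading. Medium: 25 mM sodium phosphate pH 7.4, 150 mM NaCl, TCEP, IgG, Thesit. Read-out: percent inhibition from loss of millipolarization. Measured by: FP readout, S and P plane fluorescence. Probe or stimulus: fluorescent TMR peptide probe.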
CAL PDZ FP-2 – blocks peptide binding to the human CAL PDZ domain; Q9HD26; purified CAL PDZ, TMR-peptide fluorescence polarization, 1 h; inhibition, % at 24.9 µM; 300,000 compounds, 0.92% hits; AID 602252;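 active = mean inhibition of at least 30% with at least half of replicates also reaching 30%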;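 note: 0% = DMSO neutral control and 100% = excess unlabeled competitor peptide PRC23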
Pemphigus Ab inh – blocks pemphigus antibody binding to human desmoglein-3. DSG3-coupled beads, scFv-anti-DSG3-GFP binding, flow cytometry; active compounds read low. binding (percent of control), % at 10 µM. 310,000 compounds, 0.48% hits;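 active = binding more than 3 SD below its plate's average and above zero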;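 note: hits lower antibody fragment binding to DSG3; some compounds called inactive have numbers as strong as hits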
The depositor's hits bear a star; x = no result given. Some of the compounds tested; the hit share may differ from the screen's.

SMILES	C-LANA FP	NSD2 inh	V-ATPase pH	Arr AP2 block	DAGLB inhibitor	Keap1-Nrf2 PPI	Cardiac RTF inh	CAL PDZ FP-1	CAL PDZ FP-2	Pemphigus Ab inh
O=C(COc1ccccc1)Nc1nc2cc3c(cc2s1)OCO3	1.1	21.5	-2.6	-6.8	-6.7	0.6	0.2	-1.7	-3.8	99.8
CCOC(=O)c1csc(NC(=O)CSc2nnnn2-c2ccc3c(c2)OCCO3)n1	1.1	1.3	-0.7	6.1	2.7	-1.8	-10.2	-1.3	-1.7	96.1
O=S(=O)(N/N=C\c1ccc2c(c1)OCO2)c1ccc(Cl)cc1	0.2	1.6	-5.1	1.2	7.6	1.6	-3.6	-1.4	x	100.7
COc1ccc(CCN2CC(C(=O)NCCc3ccc(C)cc3)CC2=O)cc1OC (stereo not given)	2.0	0.9	-0.6	-2.8	-0.7	-1.7	3.9	-2.8	-1.7	99.4
CC1CCCC(NC(=O)CN(C)S(=O)(=O)c2cnc[nH]2)C1C (stereo not given)	2.2	-2.5	0.7	-3.3	1.4	0.5	2.7	0.3	-7.1	102.3
COc1ccc(NC(=O)CSc2nc(O)c(Cc3ccccc3)c(=O)[nH]2)cc1	-1.2	2.2	1.1	-8.4	1.8	-0.5	0.4	-2.8	x	96.2
Cc1ccc2[nH]c(=O)c(CN(Cc3ccco3)C(=O)N3CCOCC3)cc2c1	-0.2	0.3	-1.9	3.1	2.7	1.5	-4.5	-2.5	0.2	125.7
CSc1cccc(N2CC(C(=O)N(CC(C)C)c3c(N)n(Cc4ccccc4)c(=O)[nH]c3=O)CC2=O)c1 (stereo not given)	-0.1	-4.2	-1.1	-10.6	5.1	-3.1	6.7	-1.4	-0.3	99.2
CC1(C)Cc2nc3nc(SCC(=O)NCCc4ccccc4)n(-c4ccccc4)c(=O)c3cc2CO1	0.3	-0.6	1.6	35.9	-2.9	2.3	1.6	-0.6	-1.4	107.0
CN(CC(=O)Nc1cccc(F)c1)C(=O)c1ccc(N2CCCCCC2)c([N+](=O)[O-])c1	0.3	x	-1.0	2.3	7.2	0.1	-12.3	0.2	x	102.8
COc1cc(N)c(Cl)cc1C(=O)OCC(=O)NCc1cccs1	-0.5	-3.1	-3.0	35.9	1.7	-0.6	-13.9	1.7	-2.5	101.0
CCCCN(Cc1cc2cc(OC)ccc2[nH]c1=O)C(=O)c1ccco1	-0.6	2.3	5.8	6.0	-0.7	-5.5	-4.7	-1.3	-8.5	110.8

A different layout for four compounds above.
molecule | C-LANA FP | NSD2 inh | V-ATPase pH | Arr AP2 block | DAGLB inhibitor | Keap1-Nrf2 PPI | Cardiac RTF inh | CAL PDZ FP-1 | CAL PDZ FP-2 | Pemphigus Ab inh
O=C(COc1ccccc1)Nc1nc2cc3c(cc2s1)OCO3 | 1.1 | 21.5 | -2.6 | -6.8 | -6.7 | 0.6 | 0.2 | -1.7 | -3.8 | 99.8
CCOC(=O)c1csc(NC(=O)CSc2nnnn2-c2ccc3c(c2)OCCO3)n1 | 1.1 | 1.3 | -0.7 | 6.1 | 2.7 | -1.8 | -10.2 | -1.3 | -1.7 | 96.1
O=S(=O)(N/N=C\c1ccc2c(c1)OCO2)c1ccc(Cl)cc1 | 0.2 | 1.6 | -5.1 | 1.2 | 7.6 | 1.6 | -3.6 | -1.4 | x | 100.7
COc1ccc(CCN2CC(C(=O)NCCc3ccc(C)cc3)CC2=O)cc1OC (stereo not given) | 2.0 | 0.9 | -0.6 | -2.8 | -0.7 | -1.7 | 3.9 | -2.8 | -1.7 | 99.4

Next records:
SMILES	C-LANA FP	NSD2 inh	V-ATPase pH	Arr AP2 block	DAGLB inhibitor	Keap1-Nrf2 PPI	Cardiac RTF inh	CAL PDZ FP-1	CAL PDZ FP-2	Pemphigus Ab inh
COc1ccc(N2CCN(c3ncnc4c3[nH]c3ccccc34)CC2)cc1	-1.7	0.2	1.4	-10.1	0.5	0.9	3.9	0.1	-0.3	104.7
O=C(NNC(=O)C1CC(=O)N(c2ccc3c(c2)OCCO3)C1)c1ccc(F)cc1 (stereo not given)	-0.6	-0.7	-4.3	9.2	0.1	0.8	-1.9	1.0	-1.8	118.5
Cc1cc2nnc(SCc3ccc4c(c3)OCO4)n2c2ccccc12	0.2	28.0	-3.7	10.6	0.9	-4.2	-8.5	-3.9	0.1	95.5
O=C1NC(c2cccc([N+](=O)[O-])c2)Oc2ccccc21 (stereo not given)	-0.9	-2.9	-5.5	-11.5	3.5	-5.4	-0.3	x	-4.8	90.5
CC1CCCC(NC(=O)c2ccc(F)c(S(=O)(=O)N3CCOCC3)c2)C1C (stereo not given)	-0.1	x	1.1	6.3	2.1	-5.6	1.2	-2.0	-0.7	100.2
CCCc1nnc(NC(=O)c2cccnc2)s1	x	-0.2	3.1	10.6	x	x	x	x	x	114.1
O=C(NCc1ccco1)/C(=C\c1cccc([N+](=O)[O-])c1)NC(=O)c1ccco1	-0.2	0.2	0.1	1.2	1.2	2.0	-4.1	-2.0	-2.4	x
C=CCOC(=O)C1=C(C)NC(SCC(=O)N(CC)CC)=C(C#N)C1c1ccccc1 (stereo not given)	-0.3	2.1	2.7	8.8	0.6	-2.7	1.5	-2.0	2.6	99.0
CC(=O)c1ccc(O)c(CSc2nncn2C)c1	14.3	x	1.9	2.5	1.0	-0.7	-2.8	-0.7	4.7	119.4
CCOc1ccc(Oc2ccc(C(F)(F)F)cc2N)cc1	0.3	-0.5	-3.0	23.9	-8.0	-5.6	9.0	-1.4	2.8	100.2
Cc1noc(C)c1N=Nc1ccc(Br)cc1C(=O)O	-0.3	0.0	4.5	12.4	0.2	-2.8	2.3	-1.4	x	102.5
O=C(NCCCc1ccccc1)c1cccc(NC(=O)C2CCCC2)c1	1.2	x	0.4	-3.9	-4.2	1.4	-12.5	-0.5	-4.2	104.6
O=C1[C@@H]2[C@H](C(=O)N1O)[C@H]1C=C[C@@H]2C1	-4.5	3.4	-8.1	1.8	1.4	-1.8	-6.0	0.5	7.3	101.9
Cc1cccc(C)c1NS(=O)(=O)c1cc2c3c(c1)CC(=O)N3CCC2	-1.2	1.5	7.4	5.6	0.8	-2.9	-3.8	-0.9	-1.7	x
O=C(NCCNS(=O)(=O)c1ccc(Cl)cc1)c1cc(OCC(F)(F)F)ccc1OCC(F)(F)F	-0.5	-2.6	0.9	13.7	-0.8	-3.9	4.0	-3.6	-2.4	95.2
O=C(NC1CCCCC1)C1Cc2ccccc2CN1S(=O)(=O)c1ccc(F)cc1 (stereo not given)	-0.3	-2.5	4.1	-1.6	-3.9	-2.8	1.1	-3.0	-1.2	107.6
CCCCNC(=O)c1c[nH]c2ccc(S(=O)(=O)Nc3ccc(OCC)cc3)cc2c1=O	-0.2	-0.1	-0.5	3.9	4.9	0.8	-5.2	-0.6	11.3	75.2
Cc1cccc(NC(=O)NNC(=O)COc2ccc3ccccc3c2)c1	1.0	-0.8	0.6	4.3	1.6	-6.6	-1.5	-0.5	2.1	98.4
COc1ccc(Cl)cc1C(=O)Nc1ccc(Br)c(C)n1	1.4	-15.8	3.6	9.9	0.2	2.0	-1.9	-3.3	-0.2	105.0
COc1ccc(C(=O)NC2CCN(Cc3ccccc3)C2)cc1S(=O)(=O)N1CCOCC1 (stereo not given)	-2.2	0.0	1.0	7.1	1.3	-1.9	-5.5	-0.4	x	96.3
O=C(O)C1C2C=CC(C2)C1C(=O)N1CCOCC1 (stereo not given)	-1.7	-1.5	3.7	1.1	-0.4	4.3	1.4	-1.5	-1.5	94.7
COCCNC(=O)C1CCC(=O)N1S(=O)(=O)c1ccc(C)cc1 (stereo not given)	0.1	-3.7	2.8	29.9	-2.3	-2.0	0.8	-0.4	-1.8	101.6
CC(C#N)OC(=O)c1cccnc1SCC(=O)Nc1ccc2c(c1)OCO2 (stereo not given)	4.0	-0.9	-0.2	35.6	-1.2	1.1	2.4	0.1	2.8	135.8
CCCCC(=O)N1CCN(c2nc3ccc(F)cc3s2)CC1	-1.1	1.2	0.9	-8.6	0.4	5.2	5.4	-2.4	-1.5	103.0
Cc1ccc2cccc(OCc3ccc(F)cc3)c2n1	-0.1	-1.8	-2.0	-1.1	-2.3	-1.6	-0.7	-1.9	-5.0	99.1
Cc1ccc(NC(=O)c2cccs2)cc1NC(=O)c1cccnc1	-2.2	1.0	-1.0	-2.5	0.7	-4.4	3.1	-0.7	104.9*	103.5
NC(=NC(=O)c1ccccc1)N1N=CCC1c1ccccc1 (stereo not given)	-1.3	-0.9	-2.5	0.8	-0.2	-2.4	-7.3	-4.1	-3.9	101.4
COc1ccc(Cl)cc1NC(=O)c1sc2nc(C)nc(N3CCOCC3)c2c1C	-0.7	-2.9	-0.9	-4.0	-6.2	0.7	3.2	-1.6	-3.5	99.0
COCCNC(=O)c1csc(Nc2cccc3ccccc23)n1	1.4	-2.4	-1.6	1.8	1.7	-1.8	3.5	-0.6	-6.1	116.6
CCCCCOc1ccccc1C(=O)NCC(=O)O	0.7	-3.7	-1.0	20.6	-0.9	1.0	-2.3	-1.2	0.7	97.1
COC(C[C@@H]1O[C@H]1[C@@H](O)COCc1ccccc1)OC	0.0	x	1.3	-9.1	-1.6	-2.5	-10.1	0.3	-5.6	101.5
COC(=O)/C(=C\Nc1ccc(Cl)cc1Cl)NC(=O)c1ccccc1	-0.2	2.7	6.8	19.1	-2.6	1.8	-5.6	-1.8	-1.8	129.3
CS(=O)(=O)N(CC(=O)NCCSCc1cccc(Cl)c1)c1ccccc1F	-0.9	1.4	-1.4	0.9	-0.2	1.5	-2.3	-0.4	-3.7	113.0
COc1ccc(C(=O)NNC(=S)NC(=O)c2ccc(Cl)cc2)cc1	-0.1	1.4	-2.1	3.4	x	-0.7	x	0.7	x	96.2
Cc1cccc(NC(=O)CN2C(=S)NC(C)(C)CC2C)c1C (stereo not given)	-1.3	0.5	7.9	7.9	0.5	-1.9	0.5	-1.1	x	103.8
O=C(NNC(=O)c1cc(OCC(F)(F)F)ccc1OCC(F)(F)F)c1ccc(Cl)c(Cl)c1	0.6	-0.4	0.4	-1.3	-7.8	-0.4	-4.4	-1.5	-9.7	103.1
CC(C)(C)C1CCC(CN2CCC(CN3C(=O)C(=O)NC[C@@H]3Cc3ccccc3)CC2)CC1 (stereo not given in full)	-1.4	x	-2.1	3.3	-0.9	0.7	0.3	-1.0	3.8	112.0
CC(=O)Nc1ccccc1NC(=O)C/C(C)=N/NC(=O)c1ccncc1	-0.5	-1.7	1.6	9.6	-1.8	1.5	-20.9	-2.8	-0.4	96.6
COc1ccc2c(c1)C(=O)N(CCc1ccc(S(=O)(=O)NC(=O)NC3CCCCC3)cc1)C(=O)C2(C)C	-1.7	9.9	-6.3	1.9	9.6	-0.8	-11.0	-2.0	13.1	101.9
Cc1ccc(S(=O)(=O)NC(CC(=O)OCc2ccccc2)C(=O)OCc2ccccc2)cc1 (stereo not given)	x	-0.2	-0.1	x	-2.5	x	x	x	x	97.7
